12-LOX inh: blocks human arachidonate 12S-lipoxygenase | P18054 | purified 12hLO, xylenol orange hydroperoxide absorbance | Potency, µM (highest dose often 108 µM), inactives show at the top dose activity change, negative = inhibition, most hits filed as inhibitors | hit rate 1.1% among 580,000; active means well fitted inhibition curve with a large enough effect; inconclusive means small, poorly fitted or top-dose-only effect, or another doubt; inactive means no such curve, though single readings can be large or run the other way
Target sequence (P18054 whole entry, looked up): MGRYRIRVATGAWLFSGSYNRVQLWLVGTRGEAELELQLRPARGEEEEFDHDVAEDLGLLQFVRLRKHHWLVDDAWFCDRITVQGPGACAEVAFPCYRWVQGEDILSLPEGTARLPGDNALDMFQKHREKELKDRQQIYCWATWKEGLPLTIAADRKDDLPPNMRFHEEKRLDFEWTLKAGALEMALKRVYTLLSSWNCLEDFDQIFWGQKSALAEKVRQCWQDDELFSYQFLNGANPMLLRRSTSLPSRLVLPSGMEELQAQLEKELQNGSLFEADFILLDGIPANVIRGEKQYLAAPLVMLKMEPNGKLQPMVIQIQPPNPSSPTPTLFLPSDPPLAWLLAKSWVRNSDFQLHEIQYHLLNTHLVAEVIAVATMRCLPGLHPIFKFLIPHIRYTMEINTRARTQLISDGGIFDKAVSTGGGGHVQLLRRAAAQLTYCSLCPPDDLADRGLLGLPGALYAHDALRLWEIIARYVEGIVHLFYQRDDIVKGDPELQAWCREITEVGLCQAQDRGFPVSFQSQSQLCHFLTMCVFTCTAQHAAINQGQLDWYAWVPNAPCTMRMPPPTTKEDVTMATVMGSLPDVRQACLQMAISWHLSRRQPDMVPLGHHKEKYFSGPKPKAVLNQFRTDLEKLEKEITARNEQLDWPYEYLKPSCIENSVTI
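Hydroperoxide product was detected by ferrous iron/xylenol orange as the 573 to 405 nm absorbance ratio. Arachidonic acid at 40 uM (final) was turned over for 30 min at room temperature by 150 nM human 12hLO, pH 7.0 Hepes buffer, after 15 min compound preincubation.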
* = called active by the depositor; ? = inconclusive; & = joins results of further samples; [ ] = dose if it differs, or a comment. On the % scale 0 is the no-effect control and ±100 the full control effect; potency means the concentration at half of the fitted maximal effect.

cpd | canonical_smiles | 12-LOX inh
1 | CCOc1ccccc1C1NC(=O)N(CC(=O)Nc2cccc(C)c2C)C2=C1C(=O)OC2 (stereo unspecified) | -2%
2 | COC(=O)[C@]12C[C@H](CC(=O)NCc3cccs3)C(=O)N(Cc3ccc(Cl)cc3Cl)C1=C[C@H](COCc1ccccc1)O[C@@H]2C | -19%
3 | CCn1nc(C)c(CNC(=O)[C@@H]2C[C@@H](O)CN2C2CCN(C(=O)c3cccc(OC)c3)CC2)c1C | 22%
4 | Cn1cnc(S(=O)(=O)N[C@H]2CCN(C(=O)c3ccco3)[C@H](C(=O)N[C@@H](Cc3cccs3)C(N)=O)C2)c1 | -1%
5 | COCc1cc(C[C@@H]2C[C@H](NC(=O)Nc3ccccc3)C2(C)C)no1 | 21%[176 µM]
6 | COc1ccc([S+](=O)([O-])N2CCC3(CC2)OCCN(CC2CC2)C3=O)cc1 | ?
7 | COc1ccc(Nc2nccc3c2cc(-c2cccc(C(F)(F)F)c2)n3C)c(OC)c1 | 6%
8 | O=C1Nc2ccccc2CC12CCCN2Cc1ccc(C(F)(F)F)cc1 (stereo unspecified) | ?
9 | COc1cccc(N2CC(C(=O)NCc3ccc(C(F)(F)F)cc3)NC2=O)c1 (stereo unspecified) | 27%
10 | O=C(c1cccnc1)N1CCCC(Cc2nc(C3CCOCC3)no2)C1 (stereo unspecified) | 7%
11 | COc1cccc(CC(=O)N2CCC(N3C(=O)C4(CCCCC4)C3c3ccncc3)CC2)c1 (stereo unspecified) | 11%
12 | CS(=O)(=O)N1CCNC[C@@H]1C(=O)N[C@@H](CC1CCCCC1)C(N)=O | 23%[176 µM]
13 | CCn1ccc(C(=O)N2CC[C@H]3C(=O)NCCCCCCN(Cc4ccncc4)[C@@H]3C2)n1 | 85%[activator]
14 | O=C(NC1CC(=O)N(Cc2ccc(F)cc2)C1)c1ccn[nH]1 (stereo unspecified) | 13%
15 | CCOc1ccc(N(CC(=O)Nc2c(C)cc(C)cc2C)C2=NC3CS(=O)(=O)CC3S2)cc1 (stereo unspecified) | 17%

A different layout for some results above.
4: Cn1cnc(S(=O)(=O)N[C@H]2CCN(C(=O)c3ccco3)[C@H](C(=O)N[C@@H](Cc3cccs3)C(N)=O)C2)c1
- 12-LOX inh: -1%
5: COCc1cc(C[C@@H]2C[C@H](NC(=O)Nc3ccccc3)C2(C)C)no1
- 12-LOX inh: 21%[176 µM]
6: COc1ccc([S+](=O)([O-])N2CCC3(CC2)OCCN(CC2CC2)C3=O)cc1
- 12-LOX inh: ?
7: COc1ccc(Nc2nccc3c2cc(-c2cccc(C(F)(F)F)c2)n3C)c(OC)c1
- 12-LOX inh: 6%

Further structures
cpd | canonical_smiles | 12-LOX inh
16 | Cc1ccc(CN2CCCCCCNC(=O)CC2c2ccccc2)o1 (stereo unspecified) | 36%
17 | CCCCc1nn(CC(=O)N2C[C@H]3CC=C(C)C[C@H]3C2)c(=O)n1CC | -17%
18 | O=C(NCCN1CCOCC1)C1c2ccccc2CC(=O)N1Cc1ccccc1 (stereo unspecified) | 12%
19 | Cc1ccc(C(CC(=O)N2CCc3ccccc3C2)c2cn(C)c3ccccc23)cc1 (stereo unspecified) | -29%
20 | Cc1cccc(CC(=O)N2CCC(c3n[nH]c(=O)n3Cc3ccc(F)cc3)CC2)c1 | 1%
21 | CN(C1CCOCC1)C1CCN(C(=O)c2ccncc2)CC1 | ?
22 | O=C(NCCc1noc(-c2ccccc2)n1)C1CCCC1 | 18%
23 | CN1c2cc(C(=O)N3CCC(C(N)=O)(N4CCCCC4)CC3)ccc2C(=O)N2CCCC21 (stereo unspecified) | 22%
24 | CC(=O)NCCC(=O)N1Cc2ccccc2CC2(CCCN(CC3CCOCC3)C2)C1 (stereo unspecified) | 2%[6.33 µM]
25 | CC(C)c1ccc(NC(=O)C2CCN(C(=O)c3ncn4c3COC(c3ccc(F)cc3)C4)CC2)cc1 (stereo unspecified) | 50%[activator]
26 | Cc1[nH]cnc1CN1CCCC(C(=O)Nc2ccc(-c3cccc(F)c3)cc2)C1 (stereo unspecified) | 4%
27 | CN1CCC(NC(=O)c2ccc(OC3CCNCC3)nc2)CC1 | -3%
28 | COC(=O)c1ccc(Nc2nccc3[nH]c(-c4cccc(C(F)(F)F)c4)cc23)cc1 | -22%
29 | O=C(CSc1ccccn1)N[C@@H]1COCC[C@@H]1Oc1cccc(F)c1 | 24%
30 | C=CCNc1cccc2c1S(=O)(=O)N[C@@H](CC(C)C)CO2 | 0%

Four compounds already listed, sorted by the value under 12-LOX inh, descending.
cpd | canonical_smiles | 12-LOX inh
16 | Cc1ccc(CN2CCCCCCNC(=O)CC2c2ccccc2)o1 (stereo unspecified) | 36%
20 | Cc1cccc(CC(=O)N2CCC(c3n[nH]c(=O)n3Cc3ccc(F)cc3)CC2)c1 | 1%
27 | CN1CCC(NC(=O)c2ccc(OC3CCNCC3)nc2)CC1 | -3%
17 | CCCCc1nn(CC(=O)N2C[C@H]3CC=C(C)C[C@H]3C2)c(=O)n1CC | -17%

(further entries)
cpd | canonical_smiles | 12-LOX inh
31 | O=C1NC2(CCCN(Cc3ccccc3C(F)(F)F)C2)Oc2ccccc21 (stereo unspecified) | 11%
32 | COc1ccc(Sc2cccc3c2S(=O)(=O)N([C@H](C)c2ccccc2)C[C@@H](COCc2ccccc2)O3)cc1OC | -9%
33 | CCCc1noc(-c2cccn3c(CNC(=O)c4ccc(N(C)C)cc4)nnc23)n1 | 87%[activator]
34 | CCCCNC(=O)c1cccc2c1CCN2C(=O)Nc1ccccc1 | 51%[activator]
35 | Cc1ccc(-c2noc([C@@H]3CCCN3C(=O)c3ccc(C)nc3)n2)cc1 | -4%
36 | O=C(C1CCCCC1)N1Cc2[nH]cnc2C[C@H]1c1nc(-c2ccc3ccccc3c2)no1 | 38%[activator][176 µM]
37 | Cc1nc2c(c(-c3ccc(O)cc3)n1)CN(Cc1cccc3ccccc13)CCC2 | 16%
38 | COc1ccc(N2CC(C(=O)N3CCC(C(=O)NCc4ccc(F)cc4)C3)NC2=O)cc1 (stereo unspecified) | 39%&35%[activator]
39 | Cc1cnc(-c2ccccc2)n1C1CCCN(C(=O)Nc2ccccc2F)C1 (stereo unspecified) | 57%[activator]
40 | CC1=C[C@@H](CNCc2cccnc2)[C@H](C(C)C)C[C@H]1Cc1nnc(-c2ccc([N+](=O)[O-])cc2)o1 | 17%
41 | N#CC(=C(O)c1ccc(Cl)cc1Cl)c1nc2cc(Cl)ccc2c(=O)[nH]1 | 22µM*
42 | CCn1ncc(N2CCCC(CC(=O)N3CCN(Cc4ccccc4)CC3)C2)cc1=O (stereo unspecified) | -3%
43 | COc1cccc(-c2cc(C3CCN(C(=O)Nc4ccccc4Cl)CC3)[nH]n2)c1 | 28%
44 | O=C(CCCc1ccccc1)N1CCC2(CC1)CN(C1CCC1)CC2CO (stereo unspecified) | ?
45 | CCC(=O)Nc1ccc(C2(C(=O)O)CCCCC2)cc1 | 30%
46 | COC(=O)c1ccc2nc(CO[C@H]3CN(Cc4ccc5ccccc5n4)C[C@H]3F)[nH]c2c1 | 13%[176 µM]
47 | Cc1cccc(CN2C[C@@H]3C(=O)N(Cc4ccc5c(c4)OCO5)C(=O)[C@@H]3C2)c1 | 3%
48 | O=C(N1C[C@@H](CO)[C@H](c2ccncc2)C1)C1(c2ccccc2)CC1 | 52%[activator]
49 | Cc1cc(C(=O)N2CCC(Cc3ccc(C(N)=O)cc3)CC2)n(C)n1 | 8%
50 | CC(=O)N1CCC(N2CC[C@H](c3nc4ccc(F)cc4[nH]3)C2)CC1 | 106%[activator][176 µM]
51 | Cc1noc2c(NCc3ccccc3)cc(-c3cccnc3)nc12 | 0%[176 µM]
52 | Cc1cc(=O)n(CC(=O)Nc2ccccc2F)c(-c2ccc(Cl)cc2)n1 | -3%
53 | COc1ccc(-c2cc(N3CCCC(NC(=O)c4cccc(C#N)c4)C3)n[nH]2)cc1 (stereo unspecified) | 47%[activator]
54 | COC(=O)c1ccc2c(c1)nc1n2[C@@H](CNC(=O)c2ccc(Cl)cc2)COC1 | 1%[176 µM]
55 | Cc1noc(C2CC3(CCN(C(=O)c4cccnc4C)CC3)CN2C)n1 (stereo unspecified) | 41%[activator]
56 | Cc1ccc(C(=O)NC2CCCN(c3cc(-c4ccc(F)cc4)[nH]n3)C2)cc1 (stereo unspecified) | -7%
57 | CCN(CC)C(=O)C(NC(=O)c1ccc(OC)cc1)C1CCN(C(C)=O)CC1 (stereo unspecified) | 32%[activator]
58 | CC(C)(C(=O)N1Cc2cnn(Cc3ccc(F)cc3)c2C1)c1ccccc1 | 15%
59 | O=C(c1ccccc1)N1C[C@@H]2OCC(=O)N(c3ccccc3)[C@@H]2C1 | 29%[176 µM]
60 | CC(C)NC(=O)NC[C@H]1O[C@@H](CC(=O)N(C)Cc2ccccc2)[C@H](O)[C@@H]1O | ?
61 | CS(=O)(=O)c1ccc(CN2CCOC[C@H]2c2ncc(-c3ccc(F)cc3F)[nH]2)cc1 | -9%[176 µM]
62 | CCOc1cccc(CNC(=O)c2c(OCC(C)C)cc(=O)n3c2CCCCC3)c1 | 45%[activator]
63 | Cc1cccc(NC(=O)Nc2ccc(C)n(CC(=O)NCCC(C)C)c2=O)c1 | 31%
64 | Cc1cccnc1CNC[C@H]1O[C@@H]2C[C@@H](CC(=O)N3CCOCC3)O[C@@H]2[C@@H]1O | 78%[activator][176 µM]
65 | Cn1cccc1C(=O)N[C@H]1C[C@@H](C(=O)O)N(C(=O)CSCC(=O)N2C[C@@H](NC(=O)c3cccs3)C[C@H]2C(=O)O)C1 | ?
66 | COc1ccc(-c2cc(N3CCN(C(=O)c4ccccc4F)CC3)n[nH]2)cc1 | 41%[activator]
67 | COc1ccc(NC(=O)N2C[C@@H](F)C[C@H]2C(=O)N2CCCCC2)cc1F | 50%[activator]
68 | COc1ccc(-c2noc(CC3CCN(C(=O)c4ccc5c(c4)OCO5)CC3)n2)cc1 | 26%
69 | CCn1ccc(C(=O)NC2CCCN(c3cc(-c4ccc(F)cc4)[nH]n3)C2)n1 (stereo unspecified) | 67%[activator]
70 | Cc1csc(NC(=O)c2nc3c(o2)CCN(Cc2cccc(F)c2)CC3)n1 | 48%[activator][176 µM]
71 | CC(C)NC(=O)C(NC(=O)c1ccc2c(c1)OCO2)C1CCN(C(=O)c2ccc(F)cc2)CC1 (stereo unspecified) | 14%
72 | O=C(N[C@H]1CCOC[C@H]1C1CCOCC1)c1cncs1 | 0%
73 | CN(Cc1csc(-c2ccccc2)n1)C(=O)c1ccc(-n2cnnn2)cc1 | ?
74 | CN(C)C(=O)c1cc2c(s1)CCC(C(=O)N1CCN(c3ccccn3)CC1)C2 (stereo unspecified) | -6%
75 | CCCCC1CCC(=O)O1 (stereo unspecified) | -5%[176 µM]
76 | CCC(C)NC(=O)N1CCC(c2nn(CC(=O)NC)c3c2COCC3)CC1 (stereo unspecified) | 49%[activator]
77 | COCCN1C(=O)CCC2(C(=O)NCCN(C)C3CCCCC3)CCCC=C12 (stereo unspecified) | 107%[activator]
78 | COc1ccc(CN2c3ccccc3C(=O)CS2(=O)=O)cc1OC | ?
79 | O=C(N[C@H](C(=O)N1CCC[C@H]1C(=O)NC1CCCC1)C1CCCCC1)c1nccs1 | 10%
80 | COC(=O)c1cc2c(c3c4cc(F)ccc4n(C(=O)c4ccccc4)c13)C(=O)N(Cc1ccco1)C2 | ?
81 | COc1cc2ncnc(-n3nc(-c4ccccn4)nc3N)c2cc1OC | -18%[57.4 µM]
82 | O=C(NCCC1CCN(C(=O)Nc2cc(F)ccc2F)CC1)c1ccoc1 | 45%[activator]
83 | CC1CCN([C@@H]2[C@H](O)[C@H](CO)O[C@@H]2CNC(=O)c2cccs2)CC1 | 55%[activator][176 µM]
84 | COCC1CN(C)CC12CCN(S(=O)(=O)c1cc(F)cc(F)c1)CC2 (stereo unspecified) | 23%
85 | CC(Oc1ccccc1)C(=O)N1CCC(n2cc(-c3nc(-c4ccccc4)no3)nn2)CC1 (stereo unspecified) | ?
86 | COC[C@H]1CCCN1C(=O)C[C@@H]1O[C@H](CNC(=O)Nc2cccc(F)c2)[C@@H](O)[C@H]1O | 3%[176 µM]
87 | CCc1nc2c(c(-c3ccc(Cl)cc3)n1)CN(C(=O)CCl)CC2 | -22%
88 | O=C(Cc1ccccc1)N1CCC(Cc2nc(-c3cccnc3)n[nH]2)C1 (stereo unspecified) | 21%
89 | CC1CCN(C(=O)c2ccccc2OCC2CCCN(Cc3nccs3)C2)CC1 (stereo unspecified) | 5%
90 | COc1cc2ncnc(Nc3cc(Br)c(O)c(Br)c3)c2cc1OC | ?

Following part:
cpd | canonical_smiles | 12-LOX inh
91 | CO[C@H]1C(=O)N(C(C)C)[C@H]1C1CCN(C(=O)CCc2nc3ccccc3s2)CC1 | 15%
92 | Cc1ccc2c(c1)C(=O)c1ccccc1C2=O | -4%[176 µM]
93 | O=C(NCCc1ccccc1)NC1CCN(C(=O)N2CC3CC(C2)[C@H]2CCCC(=O)N2C3)CC1 (stereo partly specified) | 42%[activator]
94 | COCC(=O)Nc1ccc([C@@H](O)[C@H]2COCC(=O)N2)cc1 | 49%[activator][176 µM]
95 | COc1ccc([C@H]2CN(C(=O)c3ccc(C#CC(C)(C)O)cc3)C[C@@H]2N)cc1 | 15%
96 | CS(=O)(=O)N1CCC(C2CCN(C(=O)c3ccc(C#N)cc3)C2)CC1 (stereo unspecified) | 2%
97 | O=C(NCc1cccs1)c1cc(C2CC2)nc2onc(C3CCNCC3)c12 | ?
98 | Cc1nc(CN2C[C@H](C(=O)Nc3cccc(F)c3)C[C@@H]2c2ccc(F)cc2)cs1 | ?
99 | O=C(c1cc(F)ccc1Cl)N1C[C@@H](CO)[C@H](c2ccncc2)C1 | 40%[activator]
100 | O=C(CCc1ccccc1)N1CCCc2ncc(C(=O)N3CCCC[C@@H]3Cc3ccccc3)cc21 | ?
101 | CN1CCC2(CC1)CN(C(=O)Nc1ccccc1)Cc1ccccc1O2 | 46%[activator]
102 | COCCOCCOCCOC | 10%[176 µM]
103 | Cc1ccc(C(=O)NCCn2cccc2-c2nc(-c3ccccc3)no2)cc1F | 26%

Compound activity: PubChem, National Center for Advancing Translational Sciences (NCATS)

Only part of the results is shown; count on the stated rates, not on these rows.
